Screening results: PubChem BioAssay, National Center for Advancing Translational Sciences (NCATS)
Mito fusion act = inhibitors of mitochondrial division or activators of mitochondrial fusion; AID 485298; actives 0.23% (n = 320,000); Potency, µM (titrated, usually from 46.1 µM), without a hit: at the top dose growth rescue (activation), most hits filed as activators; S. cerevisiae fusion-defective mutant growth rescue, CellTiterGlo 48 h;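 also: potency is read from the fitted curve at half-maximal effect; % of control where 0% means no effect; nearly all actives have a fitted effect of over 45% in size; temperature-sensitive fusion mutants such as fzo1-1 at 37 °C on non-fermentable ethanol glycerol medium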
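Compounds are tested for their ability to restore growth of mitochondrial fusion-defective yeast strains at non-permissive 37C in YPEG medium over 48 hours. Viability is quantified by luciferase luminescence.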
A-T KAP1 phos = potential ataxia-telangiectasia treatment. […] A-T fibroblasts, KAP-1 phosphorylation AlphaLISA; neocarzinostatin DNA damage 30 min before lysis. Potency, µM (highest dose often 57.5 µM), inactives show top-dose activation, usual class: activators. actives 0.19% (n = 320,000). AID 485349; also: potency is read from the fitted curve at half-maximal effect; % of control where 0% means no effect; nearly all actives have a fitted effect of over 45% in size
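ATM-like activity read as KAP-1 phosphorylation via AlphaLISA donor/acceptor antibody pairs after lysis and 6 hr at 25C. Cells were ATM-null patient fibroblasts ([…], hTERT), dosed 60 min, then exposed to the DSB inducer NCS for 30 min.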
TSHR antagonist = antagonists of human thyroid stimulating hormone receptor. P16473. activity change, negative = inhibition, % at 11.5 µM. actives 0.2% (n = 330,000). TSHR-expressing cells, TSH-stimulated cAMP HTRF, 2 h; hits give low values;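 active = activity change below a set negative limit, meaning inhibition stronger than a set level, cut at about -70% in these data; inconclusive = activity change between two set negative limits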; also: % is scaled to controls: 0 for no effect and ±100 for the full control effect
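TSHR-expressing cells were treated with compounds, then stimulated with TSH at EC80 (4nM final) for 2 hours at 37 deg C. Cellular cAMP was measured by HTRF competition between lysate cAMP and cAMP-d2 for a cryptate-labelled anti-cAMP antibody.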
Eya2 phos inh = inhibitors of human Eya2 phosphatase activity. AID 488837. recombinant Eya2, OMFP fluorescence dephosphorylation (OMFP is methylfluorescein phosphate). actives 0.006% (n = 330,000). Potency, µM (titrated, usually from 76.9 µM), for inactives: at the highest dose activity, negative = inhibition, most hits filed as inhibitors; also: potency is read from the fitted curve at half-maximal effect; % is scaled to controls: 0 for no effect and ±100 for the full control effect
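Eya2 (0.2 uM) preincubated 10 min at ambient with compound, then OMFP substrate added at 50 uM; 10 min reaction in 50 mM HEPES pH 7.5, 50 mM NaCl, 5 uM MgCl2, 0.05% BSA, 1 mM DTT. Fluorescence read at Ex 485/Em 525 nm.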
TCR act = activates T cell receptor signaling; Potency, µM (top dose mostly 9.22 µM), for the others: at the highest dose activation of IL-2 secretion, actives largely listed as activators; primary human leukocytes, anti-CD3, IL-2 HTRF, 48 h; 330,000 tested, under 10 active; also: % of control where 0% means no effect
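Primary human leukocytes receive a-CD3 beads and test compound and are incubated 48 hr. Secreted IL-2 is then assayed by HTRF, measuring 665nm acceptor emission after 320nm excitation of the europium donor.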
USP2a inh = blocks human ubiquitin-specific protease USP2a | O75604 | USP2 core, Ub-CHOP2 coupled fluorogenic reporter, 485/531 | Potency, µM (series often up to 38.3 µM), inactives show at the highest dose activity change, negative = inhibition, most hits filed as inhibitors | actives 0.01% (n = 330,000);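 also: potency is read from the fitted curve at half-maximal effect; plate controls were DMSO wells for no effect and full inhibition by NEM control for full effect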
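Deubiquitinase activity read as fluorescence (485/531 nm) after Ub-CHOP2 cleavage activates the enterokinase reporter on its substrate; USP2 core 10nM, Ub-CHOP2 and substrate 25nM each, 30min compound preincubation then 60min RT; data normalized to NEM, curves fitted.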
ELG1 repair inh = inhibitors of ELG1-dependent DNA repair in HEK293T cells | HEK293T ELG1-luciferase reporter, luminescence, 16 h; DNA damage induced by 5-fluorouridine | Potency, µM (highest dose often 46.1 µM), for the others: at the top dose activity change, negative = inhibition, usual class: inhibitors | actives 2.3% (n = 330,000) | AID 504467; also: potency is read from the fitted curve at half-maximal effect; % is scaled to controls: 0 for no effect and ±100 for the full control effect; nearly all actives have a fitted effect of over 55% in size
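Overnight (16 hr) co-exposure of 2,000 cells/well to 5-fluorouridine and compound at 37 °C preceded detection. Luciferase was quantified via ONE-Glo luminescence; loss of signal denotes inhibition.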
hERG WT inh = KCNH2 (human, wildtype) channel inhibition; actives 0.37% (n = 340,000); activity change, % at 1.84 µM; Q12809; AID 720551; U2OS, BacMam KCNH2, thallium flux FluxOr; hits give low values;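 active = maximum activity change below -70%; inconclusive = maximum activity change between -70% and -50%; inactive = maximum activity change above -50%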; also: % is scaled to controls: 0 for no effect and ±100 for the full control effect
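U2OS cells transduced with wild-type KCNH2 virus are loaded with FluxOr dye for 45 min, and thallium flux is measured in kinetic reads before and after stimulation buffer. Rate constants are normalized to DMSO controls.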
TRPV1 agonist = agonists of human vanilloid receptor 1 (TRPV1); Q8NER1; TRPV1-expressing cells, Fluo-8 calcium influx, agonist mode; activation, % at 8.33 µM; actives 0.19% (n = 320,000); AID 540275; in the data active = activation above about 80%; inconclusive = between about 30% and that limit; also: 0% is about no effect
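TRPV1-expressing cells were cultured overnight at 35.5C and loaded with Fluo-8 calcium dye for 40 to 90 min at room temperature. After a 10 s baseline, compound was added and calcium influx was read kinetically for 3 min (ex 480/em 520 nm).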
KCNH2 3.1 inh = blocks the human KCNH2 3.1 channel isoform | U2OS KCNH2 3.1, thallium flux FluxOr; hits give low values | activity change, % (tested at about 1.8 µM) | actives 0.95% (n = 340,000) | AID 720553;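 active = maximum activity change below -70%; inconclusive = maximum activity change from -70% to -50%; inactive = maximum activity change above -50%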;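 also: thallium influx rate constant from kinetic fluorescence after stimulation buffer; % is scaled to controls: 0 for no effect and ±100 for the full control effect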
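We transduce U2OS cells with the mutant 3.1 virus, culture them overnight, load FluxOr with Red40 quencher for 45 min, then add stimulation buffer and read kinetically for 2 min to derive a normalized rate constant.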
* marks the source's active call; other numbers are inactive results; ? = inconclusive; · = no result given; [ ] = remark or other dose. Unless noted, calls follow the shape of the dose curve; as a rule, active = well fitted curve in the direction sought with a large enough effect; inconclusive = small, poorly fitted or top-dose-only effect, or another doubt; inactive = no such curve, though single readings can be large; an effect the other way counts as inactive or inconclusive. Only part of the results is shown, so the mix of outcomes need not match the whole.

SMILES	Mito fusion act	A-T KAP1 phos	TSHR antagonist	Eya2 phos inh	TCR act	USP2a inh	ELG1 repair inh	hERG WT inh	TRPV1 agonist	KCNH2 3.1 inh
CCN(CC(=O)Nc1cc(Cl)ccc1C)C(=O)c1oc2ccc(OC)cc2c1C	?	10%	-3	-31%	3%	4%	0%	-8	5	-4
O=C(NC1CCCCC1)C1CCN(c2cnccn2)CC1	-5%	2%	7	-2%	5%	1%	8%	-15	-4	-5
COc1cccc(CNC(=O)COc2cc(O)c3c(c2)OC(C)(C)CC3=O)c1	3%	-3%	6	-9%	-3%	0%	-6%	-12	?	-7
COC(=O)N(NC(=O)C(O)(c1ccccc1)c1ccccc1)c1ccccc1	0%	11%	-2	-8%	-43%[inhibitor][46.1 µM]	2%	3%	-1	0	12
O=C(O)C(Cc1ccccc1)N1Cc2ccccc2C1=O (stereo not drawn)	0%	-2%	9	7%	0%	2%	10%	0	-1	2
COc1ccc(S(=O)(=O)N2CCCCCC2)cc1C(=O)N(C)Cc1ccc(C(C)(C)C)cc1	-7%	6%	-1	-7%	6%	3%	?	-7	10	-10
CC1CC(Nc2cccc(O)c2)=CC(=O)O1 (stereo not drawn)	-2%	-7%	6	19%	9%	0%	0%	0	-2	4
Cc1ccc(N2C(=O)CC(SCC(=O)Nc3ccc(S(N)(=O)=O)cc3)C2=O)cc1 (stereo not drawn)	1%	-4%	5	-24%	-1%	1%	?	-5	-3	-2
COCCCn1c(SCC(=O)Nc2cccc(C(=O)OC)c2)nnc1-c1ccncc1	-2%	7%	2	-1%	-1%	-1%	0%	4	-5	4
CC(C)CN(C(=O)CCNC(=O)c1ccc(Cl)cc1)c1c(N)n(CC(C)C)c(=O)[nH]c1=O	-5%	-19%	1	21%	-1%	0%	2%	-45	-1	-14
O=C(Nc1cccc(C(F)(F)F)c1)C1CC(=O)N(CCc2ccccc2)C1 (stereo not drawn)	0%	-6%	-1	-1%	·	3%	4%	-5	?	?
O=C(/C=C/c1cccs1)Nc1ccc(S(=O)(=O)Nc2ncccn2)cc1	2%	-4%	-4	-2%	2%	0%	-4%	-12	-5	-7
CCN(CC(=O)NC1CCS(=O)(=O)C1)C(=O)COc1ccccc1-c1ccccc1 (stereo not drawn)	-5%	11%	2	20%	-17%	0%	0%	-19	0	·
CN(C)CCNC(=O)CN1C(=O)COc2ccc(C(C)(C)C)cc21	0%	8%	-2	10%	-1%	-6%	10%	5	1	-3
CCOc1ccc(S(=O)(=O)N2CCN(C(=O)c3cccn3C)CC2)cc1	-2%	-15%	-3	5%	-1%	3%	-2%	0	3	-6

Ordered by SMILES length (high to low): some entries from above
SMILES	Mito fusion act	A-T KAP1 phos	TSHR antagonist	Eya2 phos inh	TCR act	USP2a inh	ELG1 repair inh	hERG WT inh	TRPV1 agonist	KCNH2 3.1 inh
CC(C)CN(C(=O)CCNC(=O)c1ccc(Cl)cc1)c1c(N)n(CC(C)C)c(=O)[nH]c1=O	-5%	-19%	1	21%	-1%	0%	2%	-45	-1	-14
COCCCn1c(SCC(=O)Nc2cccc(C(=O)OC)c2)nnc1-c1ccncc1	-2%	7%	2	-1%	-1%	-1%	0%	4	-5	4
O=C(Nc1cccc(C(F)(F)F)c1)C1CC(=O)N(CCc2ccccc2)C1 (stereo not drawn)	0%	-6%	-1	-1%	·	3%	4%	-5	?	?
O=C(/C=C/c1cccs1)Nc1ccc(S(=O)(=O)Nc2ncccn2)cc1	2%	-4%	-4	-2%	2%	0%	-4%	-12	-5	-7
CCOc1ccc(S(=O)(=O)N2CCN(C(=O)c3cccn3C)CC2)cc1	-2%	-15%	-3	5%	-1%	3%	-2%	0	3	-6
CN(C)CCNC(=O)CN1C(=O)COc2ccc(C(C)(C)C)cc21	0%	8%	-2	10%	-1%	-6%	10%	5	1	-3
O=C(NC1CCCCC1)C1CCN(c2cnccn2)CC1	-5%	2%	7	-2%	5%	1%	8%	-15	-4	-5
CC1CC(Nc2cccc(O)c2)=CC(=O)O1 (stereo not drawn)	-2%	-7%	6	19%	9%	0%	0%	0	-2	4

Other results follow.
SMILES	Mito fusion act	A-T KAP1 phos	TSHR antagonist	Eya2 phos inh	TCR act	USP2a inh	ELG1 repair inh	hERG WT inh	TRPV1 agonist	KCNH2 3.1 inh
O=C(Nc1ccccc1-c1nc2ccccc2[nH]c1=O)c1cccs1	5%	0%	-13	-13%	-3%	2%	-2%	-1	2	-8
CNC(=S)N1N=C(c2ccc(C)cc2)CC1c1ccc(Cl)cc1 (stereo not drawn)	7%	-5%	-6	-10%	8%	-12%	16µM*	-6	0	-14
C=CCc1c(C)nc(SC)nc1Nc1ccccc1	12%	16%	21	0%	-10%[46.1 µM]	-3%	?	5	4	17
COc1ccc(COC(=O)NNC(=O)c2ccccc2Cl)cc1	0%	-6%	-2	7%	-7%	5%	-3%	-11	1	2
O=C(CSc1c2c(nc3ccc(Cl)cc13)CCCC2)NCc1ccco1	-5%	7%	-6	12%	-2%	3%	-16%	10	14	19
O=C(COc1ccc(F)cc1Cl)Nc1cc(S(=O)(=O)N2CCOCC2)ccc1N1CCCCC1	8%	7%	31	-7%	4%	0%	-11%	-9	1	2
Cc1cc(C)c2nc(C)cc(N/N=C/c3ccc(O)cc3)c2c1	1%	20%	-2	3%	-2%	1%	-14%	16	2	-12
CCOC(=O)c1sc(N)c(C(N)=O)c1C	-2%	-6%	18	-5%	1%	3%	19%	-5	-4	0
CCN1CCN(c2oc(-c3ccc([N+](=O)[O-])cc3)nc2C#N)CC1	-3%	-4%	-8	-8%	10%	13%	8%	6	3	4
CC1CCN(C2=C(NS(=O)(=O)c3ccccc3)C(=O)c3ccccc3C2=O)CC1	?	-19%	-4	2%	0%	-2%	-15%	-10	10	12
CC1(C)Cc2noc(N)c2C(C)(C)N1O	0%	1%	7	-1%	1%[46.1 µM]	0%	1%	-19	2	5
S=C(Nc1ccc(Nc2ccccc2)cc1)NC1CCCCCC1	5%	-5%	-6	1%	6%	-1%	?	-3	1	-24
NS(=O)(=O)c1ccc(NC(=O)c2ccc3nccnc3c2)cc1	4%	-4%	-3	-3%	0%	0%	1%	-6	-1	1
Cc1nn(Cc2ccccc2Cl)c(C)c1C(=O)N1CCN(c2ccccc2)CC1	2%	4%	-4	-4%	-2%	-1%	-9%	-14	-1	-12
CCC1=Nc2ccc(Br)cc2C(c2ccccc2)N1CC(=O)OC (stereo not drawn)	-8%	-4%	7	-3%	-8%	0%	8%	47	6	-21
N/C(=N\OC(=O)Cc1cccs1)c1ccc(Cl)cc1	-2%	22%	-10	?	-3%	1%	?	3	8	-30
O=C(CCN1C(=O)c2ccccc2C1=O)Nc1cccc(S(=O)(=O)NC2=NCCC2)c1	6%	2%	5	4%	-2%	2%	1%	0	-1	1
CC(=O)N1CCN(c2ccc(NC(=O)c3ccco3)cc2Cl)CC1	-1%	7%	-4	3%	-6%	2%	?	5	3	18
CCCCNC(=O)CSc1nc(CCC)nc2ccccc12	4%	5%	-4	2%	4%	-4%	-10%	-10	22	0
COc1cc(/C=N/NC(=O)C(Cc2c[nH]c3ccccc23)NC(=O)OCC(C)C)cc([N+](=O)[O-])c1OCc1ccccc1 (stereo not drawn)	8%	-2%	-5	-5%	1%	3%	-17%	6	0	-7
O=C(NCC(c1ccc(F)cc1)N1CCOCC1)c1ccccc1F (stereo not drawn)	1%	-8%	-2	2%	-4%	3%	-2%	3	·	11
Cc1ccccc1CNC(=O)CC1C(=O)NCCN1Cc1c(F)cccc1Cl (stereo not drawn)	-4%	2%	22	-13%	0%	-2%	?	8	3	-8
CCOC(=O)C1CCCN(C(=O)C2CCCN(S(=O)(=O)c3ccc4c(c3)oc(=O)n4C)C2)C1 (stereo not drawn)	1%	12%	1	18%	2%	-1%	?	8	0	20
Cc1ccc(NC(=O)c2cc([N+](=O)[O-])ccc2N2CCOCC2)cc1S(=O)(=O)N(C)C	-2%	7%	-8	-2%	-5%	4%	?	9	1	5
COc1ccc(CSc2nnc3[nH]c(=O)cc(N)n23)cc1	-6%	-4%	-2	-21%	11%	2%	-10%	8	2	24
